Source: PubChem BioAssay (several laboratories)
NS5 inhibitors: Dengue-2 NS5 methyltransferase inhibitors, primary screen, biochemical, confirmation dose response (AID 588689). Dengue-2 NS5 methyltransferase capping enzyme assay, biochemical; higher % means a stronger effect. inhibition, % at 25 µM; hits with a dose series show IC50 in µM. hit rate 0.3% among 340,000; in the data active = a potency from the dose series
HIV peptide binding: cell-free HIV fusion peptide-binding blockers – biochemical, uHTS, fluorescence dequenching, primary screen (AID 1986) | hit rate 0.3% among 290,000 | one-dose inhibition, % at 20 µM; IC50 in µM for titrated hits | cell-free peptide binding, fluorescence dequenching, 30 min; higher % means a stronger effect; in the data active = inhibition mostly above about 52%, no sharp cut-off; inactive = mostly below about 76%; note: some results filed as inactive read as strong as hits
Rac1 GTP hydrolysis: MgcRacGAP GTPase-activating activity inhibitors, confirmation, biochemical, ADP Hunter fluorescence | MgcRacGAP-stimulated Rac1 GTP hydrolysis, ADP Hunter fluorescence; higher % means a stronger effect; GST-tagged Rac1 F28L mutant substrate | inhibition, % at 30 µM, or IC50 in µM where a hit was titrated | hit rate 0.6% among 340,000;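 active = first-screen hits whose inhibition reached a set limit at any dose in the follow-up dose series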;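 note: fluorescence reports GDP produced by GAP-driven GTP hydrolysis; strong numbers were not always called active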
GPR55 LPI antagonism: GPR55 antagonists blocking LPI-driven arrestin recruitment, primary screen, imaging, U2OS, beta-arrestin-GFP, LPI agonist (AID 2013); U2OS GPR55 beta-arrestin-GFP translocation imaging, LPI antagonism; higher % means a stronger effect; one-dose inhibition, % at 10 µM; IC50 in µM for titrated hits; hit rate 0.13% among 290,000;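 active = spots per cell inhibited over 60%, with over 100 cells counted and total cytoplasm intensity under 500,000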;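 note: U2OS cells stably carrying GPR55 and arrestin-GFP stimulated by 5 µM LPI near EC80; imaged beta-arrestin-GFP aggregate spots per cell after agonist stimulation; plate controls were LPI-stimulated DMSO wells for no effect and DMSO wells without LPI for full effect; some results filed as inactive read as strong as hits; confirmed hits need IC50 under 10 µM and bright autofluorescent wells are also inconclusive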
GPR35 antagonists: inhibition of zaprinast-stimulated GPR35 beta-arrestin translocation – imaging, U2OS, beta-arrestin-GFP, zaprinast agonist, primary screen (AID 2058); U2OS GPR35 beta-arrestin-GFP translocation imaging, zaprinast antagonism; higher % means a stronger effect; inhibition, % at 10 µM; hits with a dose series show IC50 in µM; hit rate 0.052% among 290,000;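 active = inhibition of at least 50% with at least 30 cells and total cytoplasm GFP at most 10,000,000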
Large T inhibition: SV40 large T antigen inhibitors, biochemical (AID 1903); SV40 large T antigen ATPase/helicase inhibition assay; higher % means a stronger effect; inhibition, % at 20 µM, or IC50 in µM where a hit was titrated; hit rate 0.39% among 310,000; in the data active = a potency from the dose series; note: strong numbers were not always called active
UTI89 phage lysis: protection from phage-mediated lysis, alamar blue read-out – E. coli UTI89, K1F phage, bacterial capsule biogenesis inhibitors (AID 488966); E. coli UTI89 K1F phage lysis, alamar blue, 2 h; higher % means a stronger effect; inhibition, % at 100 µM; hits with a dose series show IC50 in µM; hit rate 0.02% among 340,000;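 active = phage lysis inhibition, versus mean bacterial control, above a set limit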;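 note: capsule biogenesis inhibitors block K1F phage lysis so surviving cells raise fluorescence; higher fluorescence means more inhibition of phage lysis; actives were called in the ten point dose series up to 300 µM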
RSV CPE inhibition: inhibition of RSV-induced cytopathic effect – HEp-2 cells, primary 10 µM value included (AID 2391). HEp-2 cells, RSV-induced CPE inhibition; higher % means a stronger effect. CPE inhibition, % at 10 µM; hits with a dose series show IC50 in µM. hit rate 0.13% among 310,000; in the data active = a potency from the dose series; note: strong numbers were not always called active
PhoP inhibition: PhoP-dependent GFP reporter repression – Salmonella Typhimurium, primary screen (AID 1863). S. Typhimurium PhoP-regulated promoter GFP reporter, 4 h; higher % means a stronger effect. inhibition, % at 50 µM; hits with a dose series show IC50 in µM. hit rate 0.16% among 300,000;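 active = inhibition over 29.93%, a cutoff 3 SD above the screen mean, later confirmed by dose response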;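 note: 0% = low Mg2+ inducing control and 100% = high Mg2+ repressing control; strong numbers were not always called active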
* = called active by the depositor; / = no result given; [ ] = another dose, or the depositor's remark.

SMILES	NS5 inhibitors	HIV peptide binding	Rac1 GTP hydrolysis	GPR55 LPI antagonism	GPR35 antagonists	Large T inhibition	UTI89 phage lysis	RSV CPE inhibition	PhoP inhibition
CC(C)CC1CCCCC1OC(=O)CN1CCCCC1 (configuration not stated)	-3%	0.9%	3%	21%	-12%	10%	-1.5%	0.6%	-6%
C=CCN(Cc1nc(-c2ccccc2)no1)C(=O)c1ccco1	-3%	-0.4%	9%	-2%	-4%	3%	-0.1%	0.8%	9%
Clc1ccc(SCc2cc(N3CCOCC3)nc(-c3ccccn3)n2)cc1	4%	0.8%	9%	3%	4%	12%	1.3%	-4.5%	-1%
Cn1c(=O)c2[nH]c(Nc3ccccc3)nc2n(C)c1=O	-3%	-0.7%	7%	6%	6%	30%	0.2%	5.4%	-6%
CCc1nnc(NC(=O)c2n[nH]c(=O)c3ccccc23)s1	6%	2.8%	13%	-11%	-8%	17%	3.3%[50 µM]	1.9%	-8%
Cc1ccc(Nc2nnc(SCC(=O)NCCN3C(=O)CSC3=O)s2)cc1	6%	1.5%	10%	1%	10%	6%	0.2%	-0.1%	20%
CC(C(=O)NC(=O)NC1CCCCC1)N1CCN(c2ccc(O)cc2)CC1 (configuration not stated)	1%	/	56µM*	/	/	/	-0.1%[50 µM]	-0.1%	/
COc1ccc(S(=O)(=O)N2CCCCC2)cc1NC(=O)CN1C(=O)NC(C)(C2CC2)C1=O (configuration not stated)	4%	/	5%	/	/	/	0.0%[50 µM]	2.5%	/
CCCCOC(=O)Nc1ccc(S(=O)(=O)Nc2ccc([N+](=O)[O-])cc2)cc1	1%	21%	-11%	3%	6%	13%	-0.3%	8.2%	-14%
COc1ccc(OC)c(NC(=O)CSc2nnc(CNC(=O)c3cccs3)o2)c1	-9%	0.0%	1%	15%	16%	3%	0.1%	0.5%	3%
O=C(CC1C(=O)NCCN1Cc1cccc(Oc2ccccc2)c1)NCc1cccnc1 (configuration not stated)	/	-0.6%	5%	-6%	-1%	5%	-0.2%	-0.4%	9%
CCCCn1c(N)c(N(CC(C)C)C(=O)CSC(C)C(=O)Nc2cc(C)on2)c(=O)[nH]c1=O (configuration not stated)	4%	/	1%	/	/	9%	1.1%[50 µM]	-1.4%	-5%
O=c1c2ccccc2nnn1CCO	/	-1.0%	0%	-6%	0%	12%	-0.1%	0.8%	3%
CCC1(CC)NC(=O)N(CC(=O)Nc2ccc(S(=O)(=O)N3CCOCC3)cc2)C1=O	-2%	-1.2%	4%	7%	-4%	7%	0.1%	1.6%	2%
CCOC(=O)C1=C(O)/C(=C\c2ccc(O)c(OCC)c2)N=C1C	-26%	2.9%	43µM*	46%	2%	9.9µM*	0.7%[50 µM]	1.0%	-2%
CCCCC12CN3CC(C)(CN(C1)C31C(=O)N(C)c3ccc(C)cc31)C2=O (configuration not stated)	2%	2.6%	5%	0%	-4%	0%	0.3%	1.4%	4%
CN(C)CCCN(C(=O)c1ccc(S(=O)(=O)N(C)C2CCCCC2)cc1)c1nc2ccc(F)cc2s1	-7%	-1.8%	3%	31%	12%	17%	0.0%[50 µM]	4.1%	5%
O=C(NCc1ccccc1)[C@@H]1C[C@H]1[C@@H](NP(=O)(c1ccccc1)c1ccccc1)c1ccccc1	-9%	2.3%	4%	7%	-7%	17%	-0.4%	0.8%	-2%
CCC(C)NC(=O)CSc1nc2n[nH]c(C)c2c(=N)n1-c1ccc(OC)cc1 (configuration not stated)	/	-0.8%	1%	1%	-9%	19%	-0.1%	1.0%	-15%
O=C(CN1CCC(C(=O)c2ccc(F)cc2)CC1)NCc1ccccc1F	1%	-1.5%	-2%	-5%	12%	-6%	-0.2%	2.0%	9%
O=C1CCCCC1Sc1nnc(Cc2cccs2)n1CCc1ccccc1 (configuration not stated)	-11%	2.4%	6%	2%	-1%	13%	11%	-0.5%	3%
CN(C)CCCn1c(=O)n(Cc2ccccc2)c(=O)c2c3c(sc21)CCCCC3	0%	-2.2%	9%	22%	3%	11%	0.1%	-0.5%	3%
CCCS(=O)(=O)N1CCN(C(=O)c2cc(OC)cc(OC)c2)CC1	-3%	-2.6%	4%	1%	-10%	17%	3.1%	2.0%	5%
CCCNS(=O)(=O)/C=C/c1ccccc1	-4%	-0.1%	7%	2%	-9%	11%	3.2%	1.5%	3%
CCOc1ccc(CCNC(=O)C2CCCN(c3ncnc4c3nc3n4CCCCC3)C2)cc1 (configuration not stated)	-1%	-0.7%	11%	9%	-6%	12%	0.2%	7.8%	-5%

Only NS5 inhibitors, UTI89 phage lysis and Large T inhibition (4 entries from above):
| Molecule | NS5 inhibitors | UTI89 phage lysis | Large T inhibition |
| --- | --- | --- | --- |
| CCCNS(=O)(=O)/C=C/c1ccccc1 | -4% | 3.2% | 11% |
| CN(C)CCCN(C(=O)c1ccc(S(=O)(=O)N(C)C2CCCCC2)cc1)c1nc2ccc(F)cc2s1 | -7% | 0.0%[50 µM] | 17% |
| CCC(C)NC(=O)CSc1nc2n[nH]c(C)c2c(=N)n1-c1ccc(OC)cc1 (configuration not stated) | / | -0.1% | 19% |
| O=C(NCc1ccccc1)[C@@H]1C[C@H]1[C@@H](NP(=O)(c1ccccc1)c1ccccc1)c1ccccc1 | -9% | -0.4% | 17% |

With a hit mark in Large T inhibition, of those listed so far:
structure | NS5 inhibitors | HIV peptide binding | Rac1 GTP hydrolysis | GPR55 LPI antagonism | GPR35 antagonists | Large T inhibition | RSV CPE inhibition | PhoP inhibition
CCOC(=O)C1=C(O)/C(=C\c2ccc(O)c(OCC)c2)N=C1C | -26% | 2.9% | 43µM* | 46% | 2% | 9.9µM* | 1.0% | -2%

The listing continues:
SMILES	NS5 inhibitors	HIV peptide binding	Rac1 GTP hydrolysis	GPR55 LPI antagonism	GPR35 antagonists	Large T inhibition	UTI89 phage lysis	RSV CPE inhibition	PhoP inhibition
O=[N+]([O-])c1ccc(Nc2ccc(F)cc2)cc1	-2%	-1.2%	/	6%	22%	21%	0.0%	2.6%	2%
CN(C)C(=O)c1ccc(NC(=O)CN2C(=O)NC3(CCCc4ccccc43)C2=O)cc1 (configuration not stated)	3%	/	-3%	/	/	14%	0.6%[50 µM]	1.2%	7%
O=C(NCc1ccco1)C1CCCN(S(=O)(=O)c2cccc3nonc23)C1 (configuration not stated)	/	5.2%	/	4%	-6%	29%	/	0.4%	1%
OC1(c2ccc(F)cc2)CSC(=Nc2cccnc2)N1Cc1ccco1 (configuration not stated)	-8%	0.6%	6%	-35%	-9%	9%	-0.1%	-2.3%	2%
CCOCCCNC(=O)C1CCN(S(=O)(=O)N(CC(C)C)CC(C)C)CC1	-1%	-1.4%	5%	2%	-4%	7%	0.3%	-0.1%	-1%
Cc1ccc(S(=O)(=O)NC(=O)c2cccc(C)c2)cc1	-8%	-0.8%	4%	20%	8%	1%	-0.1%	0.2%	-8%
CCOc1ccc(NC(=O)CCCCCN2C(=O)[C@@H]3Cc4ccccc4CN3C2=O)cc1	-7%	0.3%	6%	1%	3%	24%	0.4%	1.4%	-5%
CCOc1ccc(-n2c(=O)c3c4c(sc3n(CC(=O)NCCCOC)c2=O)CCCCC4)cc1	-11%	-1.3%	8%	-2%	14%	8%	0.3%	2.3%	-4%
Cn1nccc1NC(=O)Nc1ccc(OC(F)(F)F)cc1	/	-0.6%	/	5%	-1%	-5%	/	0.2%	-3%
CCOC(=O)c1cc(-c2ccc(OC)cc2OC)nn1-c1ccc(C(=O)O)cc1	-7%	2.0%	3%	-11%	-4%	-1%	0.1%	0.8%	6%
COc1ccc(S(=O)(=O)Nc2ccccc2)cc1OC	-4%	1.0%	4%	15%	-3%	-1%	0.5%	-0.8%	0%
C/C(=N\NC(=O)c1cc(C2CC2)nc2ccccc12)c1ccc(C)s1	4%	0.4%	-1%	-2%	2%	10%	6.2%	0.8%	28%
O=C(C1=C[C@@H](C2CC2)C[C@@H](OCCCCO)O1)N1CCN(Cc2ccccc2)CC1	-8%	-0.2%	4%	12%	1%	8%	3.7%	1.4%	-10%
O=C(NCCO)c1scc2c1OCCO2	2%	-2.6%	6%	-7%	-2%	4%	-0.6%	1.0%	-3%
COc1cccc2cc(C(=O)CS(=O)(=O)c3ccc(C)cc3)c(=O)oc12	11%	7.8%	5%	-4%	3%	12%	0.4%	2.2%	-10%
CC(NS(=O)(=O)c1ccccc1)C(=O)Nc1ccc2c(c1)OCCO2 (configuration not stated)	-6%	-1.3%	9%	14%	-1%	8%	-0.1%	2.2%	1%
C=CCS(=O)(=O)N1CCCC(Cc2ccccc2C)(C(=O)OCC)C1 (configuration not stated)	-11%	-0.1%	11%	-12%	2%	-3%	-0.5%	-0.4%	1%
Cc1ccc(-c2cc[n+](Cc3ccccc3)cc2)cc1	0%	-0.3%	6%	11%	-3%	/	0.2%	-1.5%	/
O=C(c1ccc(-c2ccccc2)cc1)c1ccc([N+](=O)[O-])cc1	/	-5.4%	/	-4%	-3%	7%	-0.9%[50 µM]	-0.2%	3%
N/C(CCS(=O)(=O)c1ccc(Cl)cc1)=N\OC(=O)c1ccccc1Cl	5%	0.0%	4%	4%	7%	18%	-0.1%	3.0%	4%
O=C(O)/C=C\C(=O)NCc1cccnc1	3%	3.5%	-3%	18%	2%	4%	0.0%	1.9%	6%
COc1ccc(Nc2nccc(-c3cccc(N)c3)n2)cc1	-3%	-0.7%	7%	1%	12%	1%	0.1%	-2.1%	11%

Full records, quoted from the list.
COc1cccc2cc(C(=O)CS(=O)(=O)c3ccc(C)cc3)c(=O)oc12 as listed: NS5 inhibitors: 11%; HIV peptide binding: 7.8%; Rac1 GTP hydrolysis: 5%; GPR55 LPI antagonism: -4%; GPR35 antagonists: 3%; Large T inhibition: 12%; UTI89 phage lysis: 0.4%; RSV CPE inhibition: 2.2%; PhoP inhibition: -10%
O=C(c1ccc(-c2ccccc2)cc1)c1ccc([N+](=O)[O-])cc1 as listed: NS5 inhibitors: /; HIV peptide binding: -5.4%; Rac1 GTP hydrolysis: /; GPR55 LPI antagonism: -4%; GPR35 antagonists: -3%; Large T inhibition: 7%; UTI89 phage lysis: -0.9%[50 µM]; RSV CPE inhibition: -0.2%; PhoP inhibition: 3%
